Bioassay records (PubChem)
IDE exosite FP: exo-site inhibitors of human IDE, primary screen, biochemical, fluorescence anisotropy, probe displacement; Insulin-degrading enzyme (Homo sapiens), P14735; purified IDE, FL-6b probe fluorescence polarization; active compounds read low; z-score at 20 µM; hit rate 6.3% among 17,000;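 active = z-score of -3 or lower, meaning strong loss of probe binding signal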;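 also: His-tagged human IDE residues 42-1019 made in E. coli with 30 nM FL-6b probe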
Target sequence (P14735 42-1019 limits assumed): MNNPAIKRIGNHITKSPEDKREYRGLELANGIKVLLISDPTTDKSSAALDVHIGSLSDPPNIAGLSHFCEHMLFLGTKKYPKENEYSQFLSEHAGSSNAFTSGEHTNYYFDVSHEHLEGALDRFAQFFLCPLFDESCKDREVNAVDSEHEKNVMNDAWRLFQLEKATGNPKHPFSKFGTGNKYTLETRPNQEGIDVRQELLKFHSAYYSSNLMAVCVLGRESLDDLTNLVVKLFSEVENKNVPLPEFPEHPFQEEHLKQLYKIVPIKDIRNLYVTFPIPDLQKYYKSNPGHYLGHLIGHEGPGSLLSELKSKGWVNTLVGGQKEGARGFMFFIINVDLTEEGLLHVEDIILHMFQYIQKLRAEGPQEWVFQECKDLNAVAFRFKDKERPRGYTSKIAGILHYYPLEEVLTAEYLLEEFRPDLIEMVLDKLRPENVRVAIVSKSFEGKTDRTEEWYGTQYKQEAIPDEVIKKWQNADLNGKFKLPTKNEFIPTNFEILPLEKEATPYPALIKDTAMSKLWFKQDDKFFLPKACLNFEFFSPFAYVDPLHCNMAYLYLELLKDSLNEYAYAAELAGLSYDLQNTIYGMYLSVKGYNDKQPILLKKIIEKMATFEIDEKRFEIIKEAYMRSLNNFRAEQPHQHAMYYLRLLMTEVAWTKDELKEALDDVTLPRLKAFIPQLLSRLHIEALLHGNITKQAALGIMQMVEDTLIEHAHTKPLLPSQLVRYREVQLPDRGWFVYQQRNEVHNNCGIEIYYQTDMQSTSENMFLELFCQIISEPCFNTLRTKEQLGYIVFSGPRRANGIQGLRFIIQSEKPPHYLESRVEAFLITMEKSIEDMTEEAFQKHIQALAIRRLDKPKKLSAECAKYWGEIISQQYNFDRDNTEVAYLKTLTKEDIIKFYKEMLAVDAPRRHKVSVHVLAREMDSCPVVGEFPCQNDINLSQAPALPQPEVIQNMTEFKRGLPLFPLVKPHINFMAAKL
* marks the source's active call; other numbers are inactive results; & = joins results of further samples.

IDE exosite FP | smiles
-0.331 | C[C@@H]1CN([C@H](C)CO)C(=O)c2c(c3ccccc3n2C)-c2ccccc2CO[C@H]1CN(C)S(=O)(=O)c1ccc([N+](=O)[O-])cc1
1.22 | COCC(=O)N1CCCCN2[C@H](CO)[C@@H](c3ccc(-c4ccc(C)cc4)cc3)[C@@H]2C1
1.56 | CN1c2ccc(Br)cc2[C@@H]2[C@@H](CCN2C(=O)Nc2cccc(F)c2)[C@H]1CO
-1.35&0.648 | COc1cccc(-c2ccc(C3[C@@H]4CN(S(=O)(=O)c5cn(C)cn5)C[C@H]3N4)cc2)c1 (some centres not stated)
0.0117 | CO[C@@H]1CN(C)C(=O)c2ccc(NC(C)=O)cc2OC[C@@H](C)N(Cc2cccc(F)c2)C[C@@H]1C
2.48 | N#C[C@H]1[C@H](c2ccc(C#CCC3CCCC3)cc2)[C@@H](CO)N1C(=O)c1ccccn1
1.55 | CN(C)C(=O)c1ccc(-c2ccc([C@@H]3[C@@H](CO)N4CCCCN(S(C)(=O)=O)C[C@H]34)cc2)cc1
0.472 | CCCNC(=O)N(C)C[C@@H]1Oc2ncc(C#CC3CCCCC3)cc2C(=O)N([C@H](C)CO)C[C@@H]1C
-0.596 | CC(C)CC#Cc1ccc([C@H]2[C@@H](CO)N3C(=O)CN(C(=O)NC4CCCCC4)C[C@@H]23)cc1
-0.809 | O=C1CCC(=O)N[C@H](c2ccc(F)cc2)C/C=C\C[C@@H](c2ccc(F)cc2)N1
4.13 | CCCC#Cc1ccc([C@@H]2[C@@H](CO)N3C(=O)CN(C(=O)Nc4cc(F)ccc4F)C[C@H]23)cc1
5.4 | COCC#Cc1ccc([C@H]2[C@H]3CN(S(=O)(=O)c4ccccc4C)CCCCN3[C@H]2CO)cc1
0.809 | O=C(C[C@H]1CC[C@@H]2NC[C@H](O)COC[C@H]2O1)N1CCc2ccccc2C1
-1.22 | OC[C@H]1[C@@H](c2ccc(-c3cccnc3)cc2)[C@@H]2CN(Cc3ccccn3)CCCCN12
5.95 | COCC(=O)NC[C@@H]1[C@H](c2ccc(C3=CCCC3)cc2)[C@@H](CO)N1C(=O)C1CC1
3.34 | Cc1cccc(-c2ccc([C@H]3[C@@H](CO)N4C(=O)CN(S(=O)(=O)c5cccc(F)c5)C[C@@H]34)cc2)c1
-0.437 | C/C=C/c1ccc([C@H]2[C@@H](CO)N(S(C)(=O)=O)[C@H]2CN(CCC)C(C)=O)cc1
-0.955 | CO[C@@H]1CN(C)C(=O)c2cc(NS(=O)(=O)c3cccc(Cl)c3)ccc2OC[C@H](C)NC[C@@H]1C
1.63 | CN1CCCCN2[C@H](CO)[C@H](c3ccc(-c4cccnc4)cc3)[C@H]2C1
3.3 | COCC(=O)N1[C@@H](C#N)[C@@H](c2ccc(-c3cccc(F)c3)cc2)[C@@H]1CO
1.82 | CCCC#Cc1ccc([C@H]2[C@H]3CN(Cc4cncnc4)CCCCN3[C@H]2CO)cc1
3.83 | COc1ccc(-c2ccc([C@@H]3[C@@H](CO)N4CCCCN(CC5CCOCC5)C[C@H]34)cc2)cc1
-4.68* | O=C(NC[C@H]1N[C@H](CO)[C@H]1c1ccc(-c2ccccc2F)cc1)c1ccccn1
-1.51 | COCCNC(=O)C[C@@H]1CC[C@@H]2[C@H](COc3ccc(NS(=O)(=O)c4ccc(Cl)cc4)cc3C(=O)N2C)O1
0.558 | COc1ccc2c3c(n(C)c2c1)[C@@H](CO)N(C(=O)CC1CC1)CC31CN(Cc2ccncc2)C1
-0.142 | CO[C@H]1CC[C@@H]2CCOc3c(C#N)cccc3C(=O)N(C)C[C@H](OC)[C@@H](C)C(=O)N(C)C[C@@H]1O2
-1.26 | CCS(=O)(=O)N1CC(=O)N2[C@H](CO)[C@@H](c3ccc(C#CC4CCCCC4)cc3)[C@@H]2C1
-0.189 | COc1ccc2c3c([nH]c2c1)[C@@H](CO)N(C(=O)CC1CC1)CC31CCN(Cc2ccncc2)CC1
-4.76* | O=C(C1CCOCC1)N1CC(=O)N2[C@@H](CO)[C@@H](c3ccc(C#Cc4cccc(F)c4)cc3)[C@@H]2C1
0.345 | Cc1noc(C)c1C(=O)N(C)C[C@H]1OCc2ccccc2-c2ccccc2C(=O)N([C@@H](C)CO)C[C@H]1C
0.584 | CN(C[C@@H]1[C@H](c2ccccc2)[C@@H](CO)N1C(=O)C1CCC1)C(=O)c1ccccn1
4.55 | CN(C)C(=O)c1cccc(-c2ccc([C@@H]3[C@@H](CO)N4C(=O)CN(C(=O)CC5CC5)C[C@@H]34)cc2)c1
0.0365 | CN(C)C(=O)c1ccc(-c2ccc([C@@H]3[C@H]4CN(C(=O)CC5CC5)CC(=O)N4[C@H]3CO)cc2)cc1
-0.985 | N#C[C@@H]1[C@@H](c2ccc(-c3cccc(F)c3)cc2)[C@H](CO)N1C(=O)NC1CCCC1
4.35 | Cc1ccccc1S(=O)(=O)N1[C@@H](C#N)[C@@H](c2ccc(-c3ccc(F)cc3)cc2)[C@@H]1CO
2.02 | O=S(=O)(c1ccccc1F)N1CCCCN2[C@H](CO)[C@H](c3ccc(-c4cncnc4)cc3)[C@@H]2C1
-1.18 | COc1cccc(NC(=O)C[C@H]2CC[C@H]3[C@H](COc4ccc(NC(=O)C5CC5)cc4C(=O)N3C)O2)c1
-0.656 | O=C(Nc1ccc(F)cc1)N1CCCCN2[C@H](CO)[C@H](c3ccc(-c4ccncc4)cc3)[C@H]2C1
1.26 | C[C@H](CO)N1C[C@H](C)[C@H](CN(C)C(=O)Cc2cccnc2)Oc2cc(C#Cc3ccccc3F)ccc2S1(=O)=O
-0.831 | COc1ccc(NC(=O)N(C)C[C@@H]2OCc3ccccc3-c3ccccc3C(=O)N([C@H](C)CO)C[C@H]2C)c(OC)c1
-6.02* | Cc1cccc(-c2ccc([C@H]3[C@@H](CO)N4CCCCN(C(=O)NC(C)C)C[C@@H]34)cc2)c1
2.54 | CCNC(=O)[C@H]1[C@H](CO)[C@H]2Cn3c(ccc(-c4ccncc4)c3=O)[C@H]2N1Cc1cc(F)ccc1F
0.0803 | C[C@H]1CN([C@@H](C)CO)C(=O)c2c(c3ccccc3n2C)-c2ccccc2CO[C@@H]1CN(C)C(=O)Nc1ccc2c(c1)OCO2
0.783 | O=C(NC[C@H]1[C@H](c2ccccc2)[C@H](CO)N1Cc1ccccn1)C1CCCC1
4.4 | C[C@@H](O)C#Cc1ccc([C@H]2[C@H](CO)N3CCCCN(C(=O)Nc4ccccc4)C[C@@H]23)cc1

3 compounds already listed, arranged by heavy-atom count, ascending.
IDE exosite FP | smiles
0.584 | CN(C[C@@H]1[C@H](c2ccccc2)[C@@H](CO)N1C(=O)C1CCC1)C(=O)c1ccccn1
0.0365 | CN(C)C(=O)c1ccc(-c2ccc([C@@H]3[C@H]4CN(C(=O)CC5CC5)CC(=O)N4[C@H]3CO)cc2)cc1
-0.831 | COc1ccc(NC(=O)N(C)C[C@@H]2OCc3ccccc3-c3ccccc3C(=O)N([C@H](C)CO)C[C@H]2C)c(OC)c1

(more compounds)
IDE exosite FP | smiles
1.6 | O=C(c1ccncc1)N1CC(=O)N2[C@H](CO)[C@H](c3ccc(-c4cccnc4)cc3)[C@@H]2C1
1.07 | CC(=O)N1[C@H](CO)[C@@H](c2ccccc2)[C@H]1CN(C(=O)c1ccccc1)C(C)C
-0.529 | CCS(=O)(=O)N1CC(=O)N2[C@@H](CO)[C@H](c3ccc(C#CCc4ccccc4)cc3)[C@@H]2C1
-2.47 | Cc1cccc(-c2ccc([C@H]3[C@H]4CN(C(=O)c5ccc6c(c5)OCO6)CC(=O)N4[C@H]3CO)cc2)c1
0.426 | CCS(=O)(=O)N1CC2(CN(C(=O)c3ccc(F)cc3)[C@@H](CO)c3c2c2ccc(OC)cc2n3C)C1
2.24 | O=S(=O)(NC[C@@H]1N[C@@H](CO)[C@@H]1c1ccccc1)c1ccccc1
-0.312 | O=C(Nc1cc(F)ccc1F)N1CCCCN2[C@H](CO)[C@H](c3ccc(C4=CCCCC4)cc3)[C@@H]2C1
0.00778 | CCC(=O)NC[C@H]1[C@@H](c2ccc(C3=CCCC3)cc2)[C@@H](CO)N1CC1CC1
-0.769 | COc1cccc(C(=O)Nc2ccc3c(c2)C(=O)N(C)[C@@H]2CC[C@@H](CC(=O)N[C@H](C)c4ccccc4)O[C@@H]2CO3)c1
-0.449 | C[C@H]1CN([C@@H](C)CO)C(=O)c2ccccc2-c2ccccc2CO[C@@H]1CN(C)S(=O)(=O)c1cn(C)cn1
-1.18 | COc1cccc(S(=O)(=O)N(C)C[C@H]2OCc3ccccc3-c3c(n(C)c4ccccc34)C(=O)N([C@H](C)CO)C[C@@H]2C)c1
1.3 | CC(=O)N1[C@H](CO)[C@H](c2ccccc2)[C@@H]1CN(C(=O)c1ccccc1)C(C)C
-0.799 | OC[C@@H]1[C@@H](c2ccccc2)C2(CN(Cc3cccnc3)C2)N1Cc1ccncc1
-0.569 | CN(C)C(=O)c1ccc(-c2ccccc2[C@H]2[C@@H](CO)N(C(=O)C3CCCCC3)[C@H]2C#N)cc1
0.715 | O=C(C[C@H]1CC[C@@H]2[C@H](COC[C@@H](O)CN2Cc2cc(F)cc(F)c2)O1)Nc1nccs1

Another view of some results above.
Molecule | IDE exosite FP
O=C(Nc1cc(F)ccc1F)N1CCCCN2[C@H](CO)[C@H](c3ccc(C4=CCCCC4)cc3)[C@@H]2C1 | -0.312
CCS(=O)(=O)N1CC2(CN(C(=O)c3ccc(F)cc3)[C@@H](CO)c3c2c2ccc(OC)cc2n3C)C1 | 0.426
O=C(C[C@H]1CC[C@@H]2[C@H](COC[C@@H](O)CN2Cc2cc(F)cc(F)c2)O1)Nc1nccs1 | 0.715
COc1cccc(C(=O)Nc2ccc3c(c2)C(=O)N(C)[C@@H]2CC[C@@H](CC(=O)N[C@H](C)c4ccccc4)O[C@@H]2CO3)c1 | -0.769
OC[C@@H]1[C@@H](c2ccccc2)C2(CN(Cc3cccnc3)C2)N1Cc1ccncc1 | -0.799
COc1cccc(S(=O)(=O)N(C)C[C@H]2OCc3ccccc3-c3c(n(C)c4ccccc34)C(=O)N([C@H](C)CO)C[C@@H]2C)c1 | -1.18
C[C@H]1CN([C@@H](C)CO)C(=O)c2ccccc2-c2ccccc2CO[C@@H]1CN(C)S(=O)(=O)c1cn(C)cn1 | -0.449

The listing continues:
IDE exosite FP | smiles
0.996 | C[C@H](NC(=O)C[C@@H]1CC[C@@H]2[C@H](COC[C@H](O)CN2C(=O)Nc2cccc(Cl)c2)O1)c1ccccc1
-0.0387 | C[C@@H](NC(=O)C[C@H]1CC[C@@H]2[C@H](COC[C@H](O)CN2Cc2ccc(C(F)(F)F)cc2)O1)c1ccccc1
-7.41* | CCC(=O)N1[C@H](CO)[C@@H](c2ccc(/C=C/c3ccccc3)cc2)C12CN(S(C)(=O)=O)C2
-1.82 | COc1ccc2c3c([nH]c2c1)[C@@H](CO)N(Cc1ccccc1)CC31CCN(Cc2cncnc2)CC1
2.94 | CC(=O)N(CC(C)C)C[C@@H]1[C@H](c2ccc(C3=CCCC3)cc2)[C@H](CO)N1C(C)=O
2.19 | CCC(=O)N(C)C[C@H]1[C@H](c2ccc(C3=CCCCC3)cc2)[C@@H](CO)N1C(=O)CC
1.44 | OC[C@@H]1[C@H](c2ccc(-c3ccc(F)cc3)cc2)[C@@H]2CN(Cc3cccnc3)CCCCN12
1.16 | CC(C)[C@H]1COCc2cnnn2CCC[C@@H](C)C(=O)N1
3.45 | CC(=O)N1CCCCN2[C@@H](CO)[C@H](c3ccc(Br)cc3)[C@@H]2C1
-1.39 | O=C(C1CCCCC1)N1CC(=O)N2[C@@H](CO)[C@@H](c3ccc(-c4ccccc4F)cc3)[C@@H]2C1
-1.79 | COc1ccc2c3c([nH]c2c1)[C@H](CO)N(Cc1ccccc1)CC31CN(C(=O)c2ccccn2)C1
-0.144 | Cc1noc(C)c1S(=O)(=O)N(C)C[C@H]1Oc2c(NC(=O)c3ccc(-c4nccs4)cc3)cccc2C(=O)N([C@H](C)CO)C[C@@H]1C
-0.232 | CO[C@@H]1CN(C)C(=O)c2ccc(NC(=O)Nc3ccccc3)cc2OC[C@@H](C)N(C(=O)CC2CC2)C[C@@H]1C
-1.7 | COc1ccccc1C#Cc1ccc([C@@H]2[C@@H](CO)N(C(=O)C3CCCCC3)[C@H]2C#N)cc1
0.386 | O=C(NC[C@@H]1[C@@H](c2ccccc2)[C@H](CO)N1C(=O)Cc1cccnc1)C1CCC1
0.361 | COc1cccc(C#Cc2ccc([C@@H]3[C@@H](C#N)N[C@@H]3CO)cc2)c1
1.48 | O=C1CN(S(=O)(=O)Cc2ccccc2)C[C@@H]2[C@@H](c3ccc(C#CCC4CCCC4)cc3)[C@H](CO)N12
-0.545 | CCc1sc(N2[C@H](C#N)[C@H](c3ccccc3-c3ccccc3)[C@H]2CO)nc1C
-1.22 | O=C(C[C@H]1CC[C@@H]2[C@H](COC[C@H](O)CN2S(=O)(=O)c2ccccc2)O1)NCC1CCCCC1
0.309 | COc1cccc(S(=O)(=O)N(C)C[C@H]2Oc3cc(Br)ccc3S(=O)(=O)N([C@@H](C)CO)C[C@H]2C)c1
-0.964 | O=C(Nc1ccc(C(F)(F)F)cc1)Nc1ccc2c(c1)[C@H]1C[C@@H](CC(=O)N3CCc4ccccc4C3)O[C@@H](CO)[C@H]1O2
0.249 | COc1ccc(C#Cc2ccc([C@@H]3[C@H](CO)N4C(=O)CN(C(=O)c5cccnc5)C[C@@H]34)cc2)cc1
0.932 | O=C(C1CCC1)N1C[C@H]2[C@@H](c3ccccc31)[C@@H](CO)N2Cc1ccccc1
2.97 | C/C=C/c1ccc(C2[C@@H]3CN(S(=O)(=O)c4ccc(F)cc4)C[C@H]2N3)cc1 (some centres not stated)
0.652 | CNC[C@H]1OCc2cnnn2CCCC(=O)N([C@H](C)CO)C[C@@H]1C
1.32 | O=C(c1cccc(F)c1)N1CC(=O)N2[C@H](CO)[C@@H](c3ccc(C#Cc4ccc(F)cc4)cc3)[C@@H]2C1
-2.42 | COc1cccc(-c2ccc([C@@H]3[C@@H](CO)N4C(=O)CN(C(=O)C5CCOCC5)C[C@H]34)cc2)c1
1.48 | CCC(=O)NC[C@H]1[C@H](c2ccc(C3=CCCC3)cc2)[C@@H](CO)N1C(C)=O
0.114 | COc1cccc(NC(=O)N[C@@H]2CC[C@H](CC(=O)N3CCN(C)CC3)O[C@H]2CO)c1
0.509 | CCc1sc(N2[C@H](C#N)[C@H](c3ccccc3-c3ccc(F)cc3)[C@@H]2CO)nc1C

Some of the compounds tested; rates above refer to the full screens.
